UTI89 phage lysis: inhibition of K1F phage lysis, E. coli UTI89, bacterial capsule biogenesis inhibitors, alamar blue (AID 488966). E. coli UTI89 K1F phage lysis, alamar blue, 2 h; higher % means a stronger effect. inhibition, % at 100 µM, or IC50 in µM where a hit was titrated. 0.02% of 340,000 active;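 active = phage lysis inhibition, versus mean bacterial control, above a set limit; inconclusive = no clear call, values can overlap the other calls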;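 also: capsule biogenesis inhibitors block K1F phage lysis so surviving cells raise fluorescence; higher fluorescence means more inhibition of phage lysis; actives were called in the ten point dose series up to 300 µM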
Yfh1-off respiration: mitochondrial function rescue without frataxin homolog – Friedreich's ataxia, plus single-dose screen, dose response (AID 1465). S. cerevisiae Yfh1-off respiration, WST-1 reduction, 72 h; higher fold induction means a stronger effect. fold induction at 50 µM, or EC50 in µM where a hit was titrated. 0.074% of 220,000 active;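 active = fold induction of absorbance versus untreated yeast above a set limit, then at least 30% activation at any dose in follow-up; inconclusive = repeats straddling the limit, or above it without dose testing; inactive = fold induction below the set limit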;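 also: activators that raise dye reduction in frataxin-depleted yeast; strong numbers were not always called active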
NS5 inhibitors: flavivirus cap methylation enzyme inhibition – biochemical, confirmation dose response, primary screen (AID 588689); one-dose inhibition, % at 25 µM; IC50 in µM for titrated hits; Dengue-2 NS5 methyltransferase capping enzyme assay, biochemical; higher % means a stronger effect; 0.3% of 340,000 active; in the data active = a potency from the dose series; inconclusive = inhibition above about 29% without an active follow-up result
WT yeast gro inh: growth inhibition of WT yeast, mitochondrial fusion screen | mitochondrial fusion phenotypic screen, WT strain | inhibition, % at 10 µM | 2.1% of 190,000 active; in the data active = inhibition above about 58%; tested in S. cerevisiae
RSV CPE inhibition: inhibition of RSV-induced cytopathic effect – HEp-2 cells, primary 10 µM value included (AID 2391). CPE inhibition, % at 10 µM, or IC50 in µM where a hit was titrated. 0.13% of 310,000 active. HEp-2 cells, RSV-induced CPE inhibition; higher % means a stronger effect; in the data active = a potency from the dose series; inconclusive = CPE inhibition mostly from about 23% at the one dose, without a potency; inactive = the rest, 99 in 100 with CPE inhibition below about 21%; also: strong numbers were not always called active
CSM14.1 death rescue: rescue of cells from ER stress-induced death, primary screen, 384-well, CSM14.1, thapsigargin, ATP luminescence (AID 1222). CSM14.1 thapsigargin-induced death rescue, ATP luminescence; higher % means a stronger effect. one-dose cellular ATP content (survival), % at 20 µM; EC50 in µM for titrated hits. 190,000 tested, under 10 active;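 active = EC50 below 50 µM in the dose-response confirmation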;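 also: death triggered by thapsigargin at about 15 µM added after 2 h compound pretreatment; cell ATP read after overnight thapsigargin exposure of roughly 18 to 22 hours; normalized against plate controls of thapsigargin alone and 5% DMSO vehicle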
XIAP displacement: XIAP antagonists, biochemical, IAP family, fluorescence polarization (AID 1018). XIAP BIR domain, fluorescence polarization peptide displacement; higher % means a stronger effect. displacement, % at 20 µM, or IC50 in µM where a hit was titrated. 0.007% of 200,000 active; in the data active = displacement above about 50%; also: a part of the inactive calls stands beside numbers as strong as those of hits
West Nile virus CPE: West Nile virus antiviral activity, cell-based, CPE readout (AID 1621); 0.02% of 290,000 active; West Nile virus-infected cells, CPE inhibition; higher % means a stronger effect; CPE inhibition, % at 10 µM; hits with a dose series show IC50 in µM; in the data active = a potency from the dose series; inconclusive = CPE inhibition mostly from about 3.7% at the one dose, without a potency; inactive = the rest, 99 in 100 with CPE inhibition below about 2.2%; also: strong numbers were not always called active
SV40 large T antigen: SV40 large T antigen inhibitors, biochemical (AID 1903) | SV40 large T antigen ATPase/helicase inhibition assay; higher % means a stronger effect | inhibition, % at 20 µM, or IC50 in µM where a hit was titrated | 0.39% of 310,000 active; in the data active = a potency from the dose series; inconclusive = inhibition mostly from about 32% at the one dose, without a potency; inactive = the rest, 99 in 100 with inhibition below about 32%; also: strong numbers were not always called active
WT yeast gro inh mutant strain: further read-out of WT yeast gro inh, marked with its call; inhibition, %; mitochondrial fusion phenotypic screen, mutant strain inhibition
NS5 inhibitors pilot replicate: second read-out of NS5 inhibitors, no call of its own (marks repeat the call); inhibition, %; measured here: pilot screen replicate inhibition
An asterisk follows results filed as active; i = inactive; ? = inconclusive; / = not tested or not shown; [ ] = dose if it differs, or a comment.

The opening three compounds as a preview:
SMILES	UTI89 phage lysis	Yfh1-off respiration	NS5 inhibitors	WT yeast gro inh	WT yeast gro inh mutant strain	RSV CPE inhibition	CSM14.1 death rescue	XIAP displacement	West Nile virus CPE	SV40 large T antigen	others
CCC(=O)NC(c1ccc(Cl)cc1Cl)c1ccc2cccnc2c1O (stereo unspecified)	1.6%	/	-2%	/	/	1.5%	/	/	?	22%
Cc1ccccc1S(=O)(=O)Cc1ccc(C(=O)NCCCN2CCCC2)o1	-0.1%	/	0%	/	/	1.1%	/	/	-0.1%	11%
Cc1nnc(SCC(=O)N2CCN(c3ccccc3)CC2)n(N)c1=O	0.6%	i	0%	5	-7	0.9%	-1.1%	0.4%	0.0%	8%

The whole of this part (from the top)
SMILES	UTI89 phage lysis	Yfh1-off respiration	NS5 inhibitors	WT yeast gro inh	WT yeast gro inh mutant strain	RSV CPE inhibition	CSM14.1 death rescue	XIAP displacement	West Nile virus CPE	SV40 large T antigen	others
CCC(=O)NC(c1ccc(Cl)cc1Cl)c1ccc2cccnc2c1O (stereo unspecified)	1.6%	/	-2%	/	/	1.5%	/	/	?	22%
Cc1ccccc1S(=O)(=O)Cc1ccc(C(=O)NCCCN2CCCC2)o1	-0.1%	/	0%	/	/	1.1%	/	/	-0.1%	11%
Cc1nnc(SCC(=O)N2CCN(c3ccccc3)CC2)n(N)c1=O	0.6%	i	0%	5	-7	0.9%	-1.1%	0.4%	0.0%	8%
O=C(COC(=O)C1CCN(S(=O)(=O)c2cccs2)CC1)NCc1ccc(F)cc1	-0.1%	i	-14%	/	/	-1.5%	/	/	0.1%	15%
Cc1ccc(C(=O)Nc2ccc(O)cc2C(=O)O)cc1C	i	i	4%	-28	-42	-0.1%	-3.2%	-3.4%	0.9%	11%
Cn1c(=O)c2ncn(CC(=O)Nc3ccc(N4CCOCC4)cc3)c2n(C)c1=O	1.5%	i	1%	13	29	/	-2.2%	-5.8%	0.5%	3%
CSc1nc(C(=O)N2CCCC(N3CCN(c4ccccc4C)CC3)C2)cs1 (stereo unspecified)	-0.1%	/	-2%	/	/	4.5%	/	/	-1.0%	12%
COc1cc(C)ccc1OCCCON1C(=O)CCC1=O	4.3%	i	4%	7	-2	1.6%	-1.2%	-7.0%	-0.2%	-4%
CCOC(=O)CC(C#N)c1cn(C)c2ccccc12 (stereo unspecified)	-1.1%	i	5%	-5	-9	1.6%	-3.7%	-8.2%	-0.1%	18%
O=C1CSC(=Nc2ccc(O)cc2)N1c1ccc(O)cc1	0.3%	/	-6%	-15	-10	2.3%	-3.0%	-2.3%	/	11µM*
COc1cc2c(cc1OC)C(c1ccc(Br)cc1)CC(=O)N2 (stereo unspecified)	0.1%	/	-5%	/	/	2.7%	/	/	-0.5%	12%
CCn1c(=O)cc(SCC(=O)Nc2cccc(C)n2)c2ccccc21	0.5%	i	-7%	11	1	-1.8%	4.3%	-3.8%	-0.3%	7%
COC(=O)CSc1nccc(C)n1	0.1%	i	-1%	15	11	2.1%	-0.1%	0.3%	0.9%	3%
COc1ccc(C2C(C(C)=O)=C(O)C(=O)N2c2cccnc2)c(OC)c1 (stereo unspecified)	1.0%	i	1%	15	8	1.2%	0.0%	-2.1%	0.3%	4%	NS5 inhibitors pilot replicate=-2.7
COc1cc(C2C(C#N)=C(N)OC3=C2C(=O)CCC3)cc2c1OCO2 (stereo unspecified)	0.2%	/	0%	/	/	22%	/	/	-0.2%	4%
C/C(=N\NC(=O)COc1ccc(C(C)(C)C)cc1)c1ccc(OC(F)F)cc1	0.5%[50 µM]	i	-2%	7	-4	2.3%	-0.4%	-2.3%	0.5%	-1%
O=C(Nc1ccc(S(=O)(=O)N2CCCCC2)cc1)C1CC(=O)N(c2ccc(F)cc2)C1 (stereo unspecified)	0.7%	/	-6%	/	/	5.0%	/	/	-0.7%	6%
COc1ccc(S(=O)(=O)NC2CC(C)(C)NC(C)(C)C2)c(C)c1C	/	i	/	-19	-64	/	-2.4%	-2.1%	0.0%	3%
CS(=O)(=O)c1nsc2nc(=O)c(/C=C3\C=Nc4ccccc43)c(N)n12	-0.1%	i	?	-2	12	-0.8%	0.3%	-6.5%	0.1%	1%
Cc1ccc(COC(=O)c2ccc3c(c2)C(=O)N(CCCN2CCOCC2)C3=O)cc1	1.4%	i	2%	-11	-11	1.5%	2.9%	-2.3%	-0.5%	3%
Cc1ccc2c(c1)C1(C(=O)N2C)N2CC3(C)CN1CC(C)(C2)C3=O (stereo unspecified)	-1.6%	i	4%	12	4	-1.0%	0.3%	-0.2%	-0.6%	-14%
Cc1cc(N(CCO)CCO)ccc1C(c1ccc(N(CCO)CCO)cc1C)c1ccccc1Cl	-0.3%	i	10%	16	13	-0.8%	-1.2%	-4.0%	-0.3%	0%
CCOC(=O)c1nccnc1C(=O)Nc1cccc(C(F)(F)F)c1	3.9%	i	-10%	-20	-5	1.8%	-0.6%	-1.1%	0.6%	2%
O=C(NCCc1ccccc1)C1CC(=O)N(C2CCCCCC2)C1 (stereo unspecified)	1.7%	i	0%	2	7	2.8%	-3.0%	-2.7%	0.5%	7%
CC(=O)Nc1ccc(NC(=O)CSc2ncc(C(=O)Nc3ccc(F)cc3)c(=O)n2C)cc1	0.7%[50 µM]	/	-4%	/	/	5.7%	/	/	/	16%
COc1ccc(N2CCN(C(=O)C3CC(=O)N(c4ccc(C)cc4)C3)CC2)cc1 (stereo unspecified)	/	i	/	10	-8	0.3%	-0.3%	-8.5%	-1.2%	16%
Cc1ccccc1OCC(=O)NNC(=O)CCc1ccccc1	0.1%	i	-12%	-7	21	-1.2%	-1.2%	9.9%	0.3%	11%
CN(C)N1C(N)=C(C#N)C(c2ccccc2F)C2=C1CC(C)(C)CC2=O (stereo unspecified)	0.2%	/	-5%	/	/	1.0%	/	/	-1.6%	17%
CC(C)Cn1[nH]c2c3c(ccc2c1=O)C(=O)c1ccccc1C3=O	0.2%	i	12%	13	-7	/	-1.5%	-3.8%	0.1%	18%
O=C(CSc1nc2ccc(Cl)cc2o1)NCc1ccc2c(c1)OCO2	0.1%	i	10%	12	9	9.5%	-0.4%	-5.2%	-0.1%	7%
Nc1cccc(Nc2ncnc3ccccc23)c1	-3.0%	/	5%	/	/	0.4%	/	/	-0.1%	7%
CCC(=O)N1CCc2cc(S(=O)(=O)CCC(=O)N3CCCC(C)C3)ccc21 (stereo unspecified)	-0.1%	/	-7%	/	/	0.8%	/	/	-0.1%	4%
COC(=O)c1nnn(Cc2ccccc2)c1N	0.8%	i	-4%	23	6	-0.1%	-0.4%	-2.6%	0.0%	-6%
CC1=CN2CC(O)CN=C2C=C1 (stereo unspecified)	-0.6%	i	-3%	13	10	1.9%	-0.3%	-7.4%	-0.1%	-4%
CCN(C(=O)Cn1c(=O)oc2ccccc21)c1cccc(C(F)(F)F)c1	1.3%	i	2%	4	20	1.5%	-1.5%	2.8%	0.2%	3%
Cc1ccc2cc(NC(=O)c3ccccc3C)ccc2n1	0.0%	/	-3%	/	/	1.1%	/	/	-0.8%	7%

The final 2 compounds of the section above open the next one.
SMILES	UTI89 phage lysis	Yfh1-off respiration	NS5 inhibitors	WT yeast gro inh	WT yeast gro inh mutant strain	RSV CPE inhibition	CSM14.1 death rescue	XIAP displacement	West Nile virus CPE	SV40 large T antigen	others
CCN(C(=O)Cn1c(=O)oc2ccccc21)c1cccc(C(F)(F)F)c1	1.3%	i	2%	4	20	1.5%	-1.5%	2.8%	0.2%	3%
Cc1ccc2cc(NC(=O)c3ccccc3C)ccc2n1	0.0%	/	-3%	/	/	1.1%	/	/	-0.8%	7%
CC(Oc1ccc(Br)cc1Br)C(=O)NC1CCCC1 (stereo unspecified)	/	i	/	-6	-16	1.9%	-0.3%	-6.9%	-1.3%	-2%
CN(C)c1ccc(/C=C2\CCCCC2=O)cc1	0.0%	i	-13%	-1	4	0.0%	-0.8%	-7.3%	-1.0%	36%
Cc1cc(C)cc(NS(=O)(=O)c2ccc3[nH]cc(C(=O)N4CCc5ccccc54)c(=O)c3c2)c1	0.6%	i	4%	2	-18	3.8%	-2.1%	-7.7%	0.7%	-2%
CC(=O)Nc1ccccc1C(F)(F)F	-0.7%	i	1%	/	/	/	/	/	0.0%	15%
CC(C)(C)NC(=O)NC(=O)COC(=O)Cc1coc2ccc3ccccc3c12	0.5%[50 µM]	i	1%	70*	8.6*	1.8%	0.0%	-17%	-0.2%	5%
COCCN(C(=O)/C=C/c1ccccc1)c1nnc(-c2cccnc2)s1	0.3%	i	-5%	-11	-16	-1.4%	1.1%	-5.3%	0.2%	8%
CCc1nc2c(c(=O)c3ccccc3n2C)c(=O)n1-c1ccc(F)cc1	2.5%	i	-4%	-15	-9	5.9%	-3.1%	-6.9%	-0.8%	-2%
Cc1cc2cc(CCNC(=O)C(=O)c3c[nH]c4ccccc34)c(=O)[nH]c2cc1C	-0.1%	i	-6%	-7	-24	6.1%	-0.7%	-5.0%	1.7%	3%
CCOC(=O)c1nnn(CC(=O)Nc2cc(F)ccc2F)c1C(=O)OCC	-0.4%	i	-5%	3	15	1.1%	-5.0%	-3.7%	0.1%	-8%
CCCn1nnc(NC(=O)C(C)C)n1	1.4%	i	0%	/	/	0.1%	/	/	0.3%	13%
O=C(NCc1ccc2[nH]c3c(c2c1)CCCC3)N1CCOCC1	/	i	/	14	25	2.8%	0.2%	-5.6%	0.2%	4%
CC(C)Sc1nc2c(c(=O)n(C)c(=O)n2C)n1C	1.8%	i	-7%	-10	1	2.0%	-1.7%	-22%	-0.1%	3%
CCCC1(CCC)C(=O)NC(=NCCc2ccc(OC)c(OC)c2)NC1=O	0.2%	i	0%	-6	-3	-1.9%	-1.3%	-12%	0.1%	2%
O=C(Cn1cccc1)NCc1cccs1	-1.4%	i	-3%	-27	-3	/	0.4%	-3.3%	-0.7%	6%
COc1ccc(CNC(=O)C(C)Sc2nc3ccccc3c(=O)n2CCCN2CCOCC2)cc1 (stereo unspecified)	0.1%	i	4%	-2	1	-1.1%	-0.5%	-5.6%	-0.6%	4%
COc1ccccc1-n1cnc2cc(NCc3ccccc3O)ccc21	0.2%	i	-5%	/	/	2.2%	/	/	-0.3%	33%
COc1ccccc1CNC(=O)Cn1cc([N+](=O)[O-])ccc1=O	0.6%[50 µM]	/	-1%	/	/	1.3%	/	/	-0.1%	16%
Cc1nn(-c2cc(Cl)ccc2N)c(=O)c2ccccc12	-1.9%	i	-4%	-1	2	3.0%	-2.3%	-4.6%	0.0%	9%
O=C(O)CCCC(=O)N1CCc2cc(S(=O)(=O)N3CCc4ccccc43)ccc21	5.1%	i	-4%	1	7	0.6%	-1.2%	-3.9%	0.0%	3%
CCn1nc(C)cc1C(=O)Sc1cccc(Br)c1	-1.9%	i	-18%	/	/	/	/	/	-0.3%	10%
Cc1ccc(-c2nc(C#N)c(N3CCC(C)CC3)o2)cc1	2.1%[50 µM]	/	-9%	/	/	19%	/	/	-0.6%	1%

Screens as filed in PubChem.
